D2 potentiator: positive allosteric modulators of human D2 dopamine receptor; 0.34% of 340,000 active; HEK293 T-REx D2, calcium flux, EC20 dopamine potentiation; P14416; potentiation, % at 10 µM;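 active = potentiation over 3 SD above the plate norm, cut at about 30% in these data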; note: 0% is about no effect
Target sequence (P14416 whole entry, looked up): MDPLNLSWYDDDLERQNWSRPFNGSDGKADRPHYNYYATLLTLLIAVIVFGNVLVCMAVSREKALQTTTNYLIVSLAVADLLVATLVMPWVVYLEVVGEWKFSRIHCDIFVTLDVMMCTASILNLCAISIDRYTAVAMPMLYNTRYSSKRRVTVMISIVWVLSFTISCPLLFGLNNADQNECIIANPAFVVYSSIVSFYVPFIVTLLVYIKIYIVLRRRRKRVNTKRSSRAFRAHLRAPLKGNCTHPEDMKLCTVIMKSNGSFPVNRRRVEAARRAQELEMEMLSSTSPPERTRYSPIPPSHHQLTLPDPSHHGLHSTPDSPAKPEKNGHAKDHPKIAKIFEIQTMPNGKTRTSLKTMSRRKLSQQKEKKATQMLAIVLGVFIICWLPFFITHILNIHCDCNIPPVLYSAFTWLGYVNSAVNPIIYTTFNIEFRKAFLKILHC
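Primary screen. Calcium kinetics in induced HEK293 T-REx D2 cells: compound pre-addition 180 s, EC20 dopamine, 180 s more.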
RXFP1 ag: RXFP1 (human) receptor agonism. Q9HBX9. HEK293T-RXFP1 cAMP TR-FRET, 30 min; response scale: percent of porcine relaxin response, buffer zero. Potency, µM (titrated, usually from 57.5 µM), for inactives: at the highest dose activation, hits mostly activators. 0.3% of 370,000 active; active = well fitted activation curve with a large enough effect; inconclusive = small, poorly fitted or top-dose-only effect; note: potency is the fitted concentration of half-maximal effect; % is set by controls: 0 for no effect and ±100 for the full control effect; nearly all actives have a fitted effect of over 60% in size; many of its hits are not listed in these tables
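HEK293T cells stably expressing RXFP1 were pretreated with the PDE4 inhibitor Ro 20174, exposed to compounds for 30 min at 37C, lysed, and cAMP was read by TR-FRET. Data normalized to buffer (basal) and 29 nM porcine relaxin (100%).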
D2 antagonist: antagonizes the human D2 dopamine receptor; inhibition, % at 10 µM; 2% of 340,000 active; HEK293 TREx D2 cells, calcium flux, dopamine EC80; AID 485344; in the data active = inhibition above about 30%; note: 0% is about no effect
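Dopamine at EC80 is the agonist stimulus; test compounds precede it by 180 s. Calcium flux read kinetically in a force-coupled, inducible HEK293 T-REx D2 cell line.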
RXFP1 antag: RXFP1 (human) relaxin receptor antagonism | Q9HBX9 | HEK293-RXFP1, relaxin-stimulated cAMP HTRF, 30 min; stronger effect = lower value | activity change, negative = inhibition, % at 57.5 µM | 0.59% of 350,000 active;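 active = activity change of -60% or lower, but not beyond a set lower limit; inconclusive = change between -60% and -40%, or beyond the set limit; inactive = change above -40%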; note: % is set by controls: 0 for no effect and ±100 for the full control effect
TRHR enhancer: allosteric enhancers of human TRH receptor; 0.66% of 360,000 active; P34981; TRHR cells, fluo-8 calcium fluorescence, EC20 TRH enhancement; enhancement, % at 2 µM; in the data active = enhancement above about 30%; note: 0% is about no effect
Target sequence (P34981 whole entry, looked up): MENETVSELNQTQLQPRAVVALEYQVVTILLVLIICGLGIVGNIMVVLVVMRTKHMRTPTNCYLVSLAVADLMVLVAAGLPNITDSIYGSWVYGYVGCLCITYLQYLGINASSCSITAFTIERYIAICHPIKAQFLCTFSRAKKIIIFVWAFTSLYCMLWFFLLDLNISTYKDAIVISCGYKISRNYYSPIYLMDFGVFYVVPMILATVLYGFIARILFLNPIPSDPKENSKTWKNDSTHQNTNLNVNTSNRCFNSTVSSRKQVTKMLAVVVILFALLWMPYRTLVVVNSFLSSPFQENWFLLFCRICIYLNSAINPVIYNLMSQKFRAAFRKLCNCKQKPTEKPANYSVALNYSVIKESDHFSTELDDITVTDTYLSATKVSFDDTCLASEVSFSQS
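TRHR-expressing cells loaded with fluo-8 calcium dye were read kinetically (ex 480/em 530) during compound addition, then stimulated with an EC20 of TRH (10 nM final). Enhancement of the Gq-mediated intracellular calcium response was scored.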
D2 ag: D2 dopamine receptor (human) agonism; AID 485358; HEK293 T-REx D2 cells, calcium flux agonist mode; P14416; 0.53% of 340,000 active; activation, % at 2 µM;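 active = activation over 3 SD above normal in the single-dose calcium agonist read, cut at about 30% in these data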; note: 0% is about no effect
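Agonism is scored from calcium flux in a force-coupled, inducible HEK293 cell line expressing D2, read kinetically for 180 s after compound addition against dopamine controls.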
D1 potentiator: human D1 dopamine receptor positive modulation; P21728; HEK293 TREx D1 cells, calcium flux, dopamine EC20 potentiation; potentiation, % at 10 µM; 0.036% of 360,000 active; in the data active = potentiation above about 30%; note: 0% is about no effect
D1 antagonist: blocks dopamine activation of the human D1 receptor; P21728; HEK293 TREx D1 cells, calcium flux, dopamine EC80; stronger effect = lower value; activity change, negative = inhibition, % at 10 µM; 3.2% of 360,000 active; AID 504652; in the data active = activity change below about -30%; note: % is set by controls: 0 for no effect and ±100 for the full control effect
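Kinetic fluorescence of a calcium dye serves as the read-out. D1-expressing Hek293 Trex cells, induced overnight at 30 C, are exposed to compound for 180 s before an EC80 dopamine addition, then read 180 s further.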
D1 agonist: human D1 receptor agonism; AID 504660; HEK293 T-REx D1 cells, calcium flux, agonist mode; activation, % at 2 µM; 1% of 360,000 active; in the data active = activation above about 30%; note: 0% is about no effect
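Tetracycline-induced HEK293 TREx D1 cells, force-coupled to calcium signalling, were dye-loaded with a no-wash calcium kit. Compound was pin-added after a 10 s baseline. Fluorescence was read kinetically at 1 cycle/s for 180 s, with calcium rises flagged as agonism.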
Active calls of the source: *; ? = inconclusive; · = no result given; & = joins results of further samples. Some of the compounds tested; the hit share may differ from the screen's.

entry | structure | D2 potentiator | RXFP1 ag | D2 antagonist | RXFP1 antag | TRHR enhancer | D2 ag | D1 potentiator | D1 antagonist | D1 agonist
1 | O=C(OCC#CCSc1nnc(-c2cccc3ccccc23)o1)c1ccc2ccccc2c1 | · | 1.7% | · | · | -2 | · | 7 | -3 | 8
2 | CC(=O)c1cc2c(cc1NC(=O)Cc1ccsc1)OCO2 | -12 | 3.5% | 29 | -3 | -6 | 0.3 | · | -7 | 4
3 | Cc1cc(NC(=O)c2cc(-c3ccc(O)cc3)on2)no1 | 2 | -5.7% | 3 | -14 | -1 | -0.8 | -11 | -23 | 7
4 | O=S(=O)(c1ccccc1)C(/C=N\O)/C=C/c1ccccc1 (stereo not drawn) | 2 | 0.6% | 1 | -38 | 0 | -0.3 | 6 | -3 | 1
5 | Cc1cccc(C)c1NC(=O)CSc1ncc2c(n1)-c1ccc(Cl)cc1N(Cc1ccccc1)S2(=O)=O | 6 | 10µM* | · | 18 | -1 | · | 0 | -8 | 5
6 | Cc1cccc(Oc2ccc(NC(=O)CCC(=O)OCC(=O)c3ccc(Br)cc3)cc2)c1C | -4 | 22% | · | 2 | 0 | -0.9 | -2 | -13 | 5
7 | Cc1cccc(N2C(=O)C(CC(=O)Nc3cccc(F)c3)N(CCc3ccncc3)C2=O)c1 (stereo not drawn) | -14 | 0.9%&-0.4% | 20 | -3 | -4&1 | -0.2&-1.3 | 1&-4 | 4&11 | 4&0
8 | CC1C(=O)Nc2ccccc2N1C(=O)c1ccccc1 (stereo not drawn) | 3 | -2.6% | 1 | -8 | 1 | 0.5 | 0 | 8 | 5
9 | O=C(NC1CCCCC1)C1COc2ccccc2O1 (stereo not drawn) | -5 | 2.6% | -2 | 4 | -3 | -0.2 | -1 | 12 | 1
10 | COCCn1c(C)cc(O)c(C(=O)Nc2cccc(Cl)c2)c1=O | · | -0.1% | · | 1 | -8 | · | -2 | 3 | 1
11 | CC1CCCN(C(=O)C2CCCN(S(=O)(=O)c3cccc4nsnc34)C2)C1 (stereo not drawn) | -6 | -0.6% | 16 | -17 | -6 | 0.0 | 1 | -2 | 1
12 | C/C(=N\NC(=O)CC(C)C)c1ccc(Cl)c(Cl)c1 | -5 | -0.1% | -6 | 0 | 2 | -0.1 | -2 | -9 | 1
13 | NC(=O)CN1C(=O)C(=O)N(Cc2ccc(F)cc2)C1=O | 10 | 5.4% | -4 | -3 | 10 | -1.6 | -8 | 3 | 1
14 | CC(=O)Nc1cccc(C(=O)OCC(=O)c2ccc(S(=O)(=O)N3CCCCC3)cc2)c1 | -8 | 0.9% | -2 | · | -8 | 0.1 | -4 | -37* | 8
15 | O=C(NCc1ccc(Cl)cc1)Nc1ccc(F)cc1 | -4 | 1.7% | -4 | 2 | -5 | 0.2 | -2 | -24 | 12
16 | Cc1ccc(SCCC(=O)OC(C(=O)NC(N)=O)C(C)C)cc1 (stereo not drawn) | -10 | 4.1% | 15 | 0 | -6 | 0.1 | -4 | -4 | 3
17 | CCOC(=O)c1c(N)sc(=S)c2c1CCC2 | -9 | ? | 18 | -6 | -7 | 1.4 | 0 | -1 | 10
18 | CC(C)CCNC(=O)CN1C(=O)CCn2nc(-c3cn(C)c4ccccc34)cc21 | 2 | 2.5% | · | -16 | 3 | 0.7 | -2 | -14 | 0
19 | CCn1c(CCC(=O)Nc2ccccc2F)nnc1SCC(=O)Nc1ccc(OC)cc1 | 5 | -3.5% | -2 | -15 | -3 | -0.1 | -10 | 7 | 1
20 | O=C(Nc1ccc2nn(-c3ccccc3)nc2c1)c1ccc2c(c1)OCCO2 | 2 | 2.9% | 5 | -15 | 0 | 0.6 | -8 | 2 | 4
21 | Cc1ccc(C)c(Cn2c(CO)nc3ccccc32)c1 | 15 | -1.5% | -19 | 7 | -1 | -0.5 | -2 | 3 | 2
22 | O=C(NCCc1ccccn1)C1CC(=O)N(Cc2ccccc2Cl)C1 (stereo not drawn) | 6 | 1.8% | 1 | 0 | -8 | 0.5 | -2 | 3 | 1
23 | CCOc1ccc(CNS(=O)(=O)c2ccc3c(c2)CC(C)N3C(C)=O)cc1OC (stereo not drawn) | -4 | 1.4% | · | -4 | 7 | -1.5 | -2 | 5 | 6
24 | CCn1c(Cc2ccc(OC)cc2)nnc1SCC(=O)Nc1cccc(C(=O)OC)c1 | -6 | -1.6% | -7 | -4 | -13 | 0.6 | -5 | 35 | 4
25 | Cc1ccc(C(=O)C(C)OC(=O)CNC(=O)c2ccc(Br)o2)cc1 (stereo not drawn) | -7 | 1.3% | -11 | 2 | -4 | 0.2 | -6 | 14 | -2
26 | Cc1csc(NC(=O)CSC2=NS(=O)(=O)c3ccccc3N2)n1 | -4 | 0.4% | 4 | -4 | -11 | -0.2 | -4 | 6 | 1
27 | Cc1cccc(N(CC(=O)NC(C)(C)C)C(=O)CCC(=O)Nc2ccccn2)c1 | 4 | 2.0% | 16 | -11 | 4 | -0.7 | -3 | 14 | 3
28 | CC#CCN1c2ccccc2[C@]23C[C@@H](C(=O)OC)N=C2NC(C(=O)OC)=C(C(=O)OC)[C@H]13 | 10 | 6.0% | 2 | · | 0 | 0.5 | 3 | 13 | 6
29 | O=C(c1cnn2c(C(F)F)cc(C3CC3)nc12)N1CCCC1 | 6 | -0.5% | -2 | 13 | 1 | -2.7 | 0 | -10 | -1
30 | CC(C)NC(=O)c1cc(-c2ccco2)nn1-c1ccc(Cl)cc1 | 5 | 2.5% | 3 | -15 | 3 | 0.7 | -11 | -8 | 2
31 | COc1cc(OC)c(OC)cc1CN1CCN(Cc2ccc(C(F)(F)F)cc2)CC1 | 12 | -0.6% | -8 | -10 | 0 | 1.1 | -8 | 1 | 3
32 | C/C(=N\Nc1nc2ccccc2[nH]1)c1ccccn1 | -11 | -0.5% | 1 | · | 7 | 0.3 | -2 | 3 | 0
33 | COc1ccc(NC(=O)CSc2nnc3n2CCCCC3)cc1 | 3 | 0.4% | -4 | -13 | -2 | -0.1 | 1 | 4 | 5
34 | COc1ccc(NC(=O)Nc2ccccc2C)c(OC)c1 | -15 | 0.9% | 9 | -5 | 0 | -0.3 | 4 | -22 | 1
35 | COC(=O)C1C(=O)C2=C(CC1C)NC(=O)CC2c1cccc(C)c1 (stereo not drawn) | -5 | -0.5% | -6 | 11 | -3 | -0.4 | 0 | 26 | 5
36 | COc1ccc(CNC(C)CCc2ccccc2)cc1 (stereo not drawn) | -26 | 3.5% | 62* | -1 | 1 | 64* | -1 | 1 | 17
37 | O=C(ONC1=NCCCCC1)c1cccc([N+](=O)[O-])c1 | 0 | 1.0% | -5 | -1 | -1 | 0.0 | -1 | -23 | 1
38 | COc1ccc(N2CCN(CC(=O)Nc3sccc3C#N)CC2)cc1 | -10 | 0.5% | 5 | 16 | -9 | 0.6 | -3 | -2 | 1
39 | Cc1cnn(Cc2ccccc2)c1N | -1 | 2.2% | 1 | 5 | 24 | 0.0 | -3 | -20 | 3
40 | CCOc1ccccc1NC(=O)CN1CCc2ccccc2C1 | -7 | 3.3% | 0 | -9 | 4 | 2.9 | 3 | 2 | 4
41 | Fc1ccc(C(c2nnnn2C2CCCC2)N2CCN(Cc3ccccc3)CC2)cc1 (stereo not drawn) | -9 | -0.5% | -19 | · | -17 | 1.1 | 1 | 0 | 1
42 | O=C(CCCN1C(=O)CSc2ncccc21)N1CCN(c2cccc(C(F)(F)F)c2)CC1 | 0 | 1.9% | -2 | 3 | 21 | -0.5 | 1 | -9 | 2
43 | CC(=O)c1ccc(N2CCN(S(=O)(=O)c3ccc4c(c3)C(C)(C)C(=O)N4)CC2)cc1 | -2 | 3.4% | · | -14 | 18 | 0.9 | -1 | -8 | 4
44 | O=C(CSc1nnc(NC(=O)c2ccco2)s1)Nc1ccccc1Cl | 3 | 5.1% | 25 | -3 | 12 | -0.4 | · | -2 | 6
45 | Cn1cc(NC(=O)c2cc(NC(=O)c3cc(NC=O)cn3C)cn2C)cc1C(=O)NCCC(=N)N | 12 | 1.3% | 16 | · | -5 | -0.7 | -8 | 10 | 2
46 | CC(=O)Nc1ccc(S(=O)(=O)Oc2ccc(/C=N/NC(=O)c3ccc(Cl)cc3)cc2)cc1 | -13 | 0.5% | -13 | 2 | 10 | 0.7 | -10 | -23 | 8
47 | C/C(=N\NC(=O)c1nnn(-c2nonc2N)c1-c1cccs1)c1ccc(O)cc1 | 10 | 1.1% | -12 | -9 | 9 | 1.5 | 3 | 2 | 6
48 | O=C(Nc1nc2ccccc2n1CCN1CCOCC1)c1ccc(Cn2cc([N+](=O)[O-])cn2)o1 | -13 | -0.9% | -6 | -17 | 13 | -0.4 | -5 | 0 | 1
49 | COc1cccc(C2/C(=C(/O)c3ccc(F)cc3)C(=O)C(=O)N2CCN(C)C)c1 (stereo not drawn) | 14 | 2.4% | -2 | 37 | 0 | 0.0 | -4 | -3 | 2
50 | COc1ccc(N(CC(=O)NC(C)(C)C)C(=O)c2ccco2)cc1 | 3 | -0.8% | 6 | -2 | -7 | 0.0 | -3 | -15 | -1

Some of the entries so far, with two lines to a compound.
Values run as follows: D2 potentiator | RXFP1 ag | D2 antagonist | RXFP1 antag | TRHR enhancer | D2 ag | D1 potentiator | D1 antagonist | D1 agonist
38. COc1ccc(N2CCN(CC(=O)Nc3sccc3C#N)CC2)cc1
→ -10 | 0.5% | 5 | 16 | -9 | 0.6 | -3 | -2 | 1
39. Cc1cnn(Cc2ccccc2)c1N
→ -1 | 2.2% | 1 | 5 | 24 | 0.0 | -3 | -20 | 3
40. CCOc1ccccc1NC(=O)CN1CCc2ccccc2C1
→ -7 | 3.3% | 0 | -9 | 4 | 2.9 | 3 | 2 | 4
41. Fc1ccc(C(c2nnnn2C2CCCC2)N2CCN(Cc3ccccc3)CC2)cc1 (stereo not drawn)
→ -9 | -0.5% | -19 | · | -17 | 1.1 | 1 | 0 | 1

Other compounds follow:
entry | structure | D2 potentiator | RXFP1 ag | D2 antagonist | RXFP1 antag | TRHR enhancer | D2 ag | D1 potentiator | D1 antagonist | D1 agonist
51 | COC(=O)Cn1c(=O)c(C(=O)CCl)c(N)n(Cc2ccccc2)c1=O | 5 | -0.1% | -3 | 1 | 2 | 0.5 | 0 | 10 | 2
52 | C=CCn1c(COc2ccccc2)nnc1SCc1ccc(C#N)cc1 | 7 | 0.1% | -11 | 1 | -8 | -0.3 | 0 | -10 | 2
53 | CCOc1ccc(CC(C(N)=O)C(N)=O)cc1CN(C)C | 8 | -0.2% | 6 | -14 | 10 | 0.8 | 13 | 25 | 2
54 | COC(=O)c1cc(C(=O)NNC(=O)c2ccc3c(c2)OCO3)cc([N+](=O)[O-])c1 | -19 | -0.3% | 19 | 0 | -2 | -1.4 | · | 21 | 3
55 | Cc1c(-c2ccccc2)nc2ccccc2c1C(=O)Oc1ccc([N+](=O)[O-])cc1 | · | 2.6% | · | 4 | -4 | · | -7 | -33* | 3
56 | Cc1cc(Cl)ccc1C1=CC(=O)C[C@H](c2ccc(F)cc2)C1 | -3 | 1.4% | 3 | · | -3 | -0.7 | 2 | · | 4
